DT40 TDP1 no CPT = qHTS for Inhibitors of human tyrosyl-DNA phosphodiesterase 1 (TDP1): qHTS in cells in absence of CPT; DT40 Tdp1-/- hTDP1 cells, no CPT, ATP luminescence, 48 h; Potency, µM (top dose mostly 46.2 µM), without a hit: at the highest dose activity change, negative = growth inhibition, most hits filed as inhibitors; actives 15% (n = 420,000); AID 686978, 2013; also: nearly all actives have a fitted effect of over 55% in size
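DT40 Tdp1-/-;hTDP1 cells, no CPT (DMSO vehicle only), 400 cells/well; compounds pin-transferred; ≥48 hr, 37 °C; CellTiter-Glo 30 min RT dark, luminescence read.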
TDP1 block = qHTS Assay for Inhibitors of Tyrosyl-DNA Phosphodiesterase (TDP1); Tyrosyl-DNA phosphodiesterase 1 (Homo sapiens), Q9NUW8; recombinant TDP1, AlphaScreen DNA substrate cleavage; Potency, µM (titrated, usually from 130 µM), for the others: at the top dose activity change, negative = inhibition, actives largely listed as inhibitors; actives 0.28% (n = 350,000); AID 485290, 2010; also: nearly all actives have a fitted effect of over 40% in size
Target sequence (Q9NUW8 whole entry, looked up): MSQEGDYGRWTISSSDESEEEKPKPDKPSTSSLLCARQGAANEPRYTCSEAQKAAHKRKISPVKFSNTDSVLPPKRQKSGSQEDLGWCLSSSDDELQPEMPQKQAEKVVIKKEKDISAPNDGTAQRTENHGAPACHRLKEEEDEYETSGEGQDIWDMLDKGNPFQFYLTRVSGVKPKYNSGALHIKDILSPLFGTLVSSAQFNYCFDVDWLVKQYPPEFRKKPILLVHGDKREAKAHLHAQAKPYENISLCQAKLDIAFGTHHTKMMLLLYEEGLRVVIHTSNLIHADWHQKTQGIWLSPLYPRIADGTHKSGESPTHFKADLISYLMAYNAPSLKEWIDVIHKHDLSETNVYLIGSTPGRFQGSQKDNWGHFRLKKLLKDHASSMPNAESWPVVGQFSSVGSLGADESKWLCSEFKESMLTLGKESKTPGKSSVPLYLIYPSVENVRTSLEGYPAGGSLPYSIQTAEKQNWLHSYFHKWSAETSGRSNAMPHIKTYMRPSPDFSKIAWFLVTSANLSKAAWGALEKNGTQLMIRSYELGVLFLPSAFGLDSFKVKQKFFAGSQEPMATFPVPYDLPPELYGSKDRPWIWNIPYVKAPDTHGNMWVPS
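Tdp1 1 nM final; 15 min RT w/ cpd; substrate 15 nM, 5 min; beads 10 ug/ml, 10 min; AlphaScreen read. Neg ctrl: no enzyme.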
N370S GC mod = qHTS Assay for Inhibitors and Activators of N370S glucocerebrosidase as a Potential Chaperone Treatment of Gaucher Disease | actives 0.092% (n = 330,000) | Potency, µM (doses to about 59.4 µM), for inactives: at the top dose activity change, negative = inhibition, hits mostly inhibitors | AID 2101, 2009 | N370S GC spleen homogenate, 4MU-glucoside fluorescence;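 also: 0% = full enzyme activity and -100% = no enzyme basal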
* marks the source's active call; other numbers are inactive results; ? = inconclusive; / = not tested or not shown; [ ] = remark or other dose. Calls follow the shape of the dose curve; as a rule, active = well fitted curve in the direction sought with a large enough effect; inconclusive = small, poorly fitted or top-dose-only effect, or another doubt; inactive = no such curve, though single readings can be large; an effect the other way counts as inactive or inconclusive. Unless noted, % is scaled to controls: 0 for no effect and ±100 for the full control effect; potency is read from the fitted curve at half-maximal effect. Only part of the results is shown; the hit share may differ from the screen's.

SMILES	DT40 TDP1 no CPT	TDP1 block	N370S GC mod
Cc1c(CC(=O)NCCCCCC(=O)O)c(=O)oc2cc3occ(-c4ccccc4)c3cc12	-18%	/	-17%
Cc1ncc([N+](=O)[O-])n1CC(=O)NC(C)(C)C	5%	1%	-2%
O=C(Nc1nc(N2C(=O)c3ccccc3C2=O)n(-c2ccccc2)n1)c1ccc(Cl)cc1	-11%	10%	-4%
O=C(N/N=C/c1ccco1)c1cc(-c2cccs2)[nH]n1	-17%	5%	?
COc1ccc(-c2noc(CCC(=O)N(C)c3ccccc3C)n2)cc1	?	2%	/
CSc1cccc(NC(=O)C2CCCN(c3ncnc4c3nc3n4CCCCC3)C2)c1 (stereo not given)	15µM*	7%	4%
CC1(C)CC(=O)C=C(NCCN2CCN(C(=S)NC3CCCCC3)CC2)C1	-1%	0%	-1%
C/C(=N\OC(=O)c1c(-c2ccccc2Cl)noc1C)c1ccncc1	-4%	/	12%
CCOc1ccccc1NC(=O)CCNC(=O)Cn1ccc2ccccc2c1=O	-12%	/	-1%
CCCc1nc2ccccc2c(=O)n1CC(=O)c1ccc(OC)cc1	?	/	2%
CCCCCn1nc(C)c2c(C)cc(=O)[nH]c21	3%	0%	5%
CC(C)Cc1cc(C(=O)N2CCN(c3ccc(F)cc3)CC2)no1	-28%	1%	?
COc1ccc(OC)c(NC2=C(Cl)C(=O)N(Cc3ccccc3)C2=O)c1	?	11%	14%
CN1CCc2c(sc(NC(=O)c3ccc(S(=O)(=O)N4CCOCC4)cc3)c2C(N)=O)C1	-30%	2%	-23%
Cc1ccccc1N=C(NO)c1cccnc1	22%	/	-18%
O=C1CN(C(=O)COC(=O)c2ccco2)c2ccccc2N1	-3%	-9%	/
O=[N+]([O-])c1cccc(-c2nnn(C34CC5CC(CC(C5)C3)C4)n2)c1	18µM*	1%	2%
CCNc1nc(C#N)nc(N2CCCCC2)n1	?	1%	/
CCc1cccc(NC(=O)C2CCCC2)c1	-10%	-2%	-1%
COc1ccc(/C=N/Nc2nc3ccccc3[nH]2)c(OC)c1OC	?	9%	-6%
CC1CN(C(=O)COC(=O)c2ccc(S(=O)(=O)N(C)C)cc2)CC(C)O1 (stereo not given)	5%	1%[0.0935 µM]	-9%
CC1CCN(Cc2c(C(=O)N/N=C/c3cccc(C(F)(F)F)c3)nnn2-c2nonc2N)CC1	15µM*	3%	-2%
CCCCOc1ccc(C(=O)NCC(=O)NNC(=O)c2ccco2)cc1	-30%	1%	/
CN(C)c1ccc(C(C(=O)NC2CCCCC2)N(Cc2ccco2)C(=O)c2snc(C(N)=O)c2N)cc1 (stereo not given)	9.2µM*	14%	-23%
O=C(COC(=O)c1ccccn1)NNC(=O)c1ccc([N+](=O)[O-])cc1	-9%	4%[0.505 µM]	-2%
CCOC(=O)Cn1cnc2c(nnn2-c2ccc(OC)cc2)c1=O	-18%	2%	-7%
Cc1c(C)c2c(OCC(=O)N[C@@H](CC(C)C)C(=O)O)cc3c(c2oc1=O)CCC(C)(C)O3	-9%	/	?
O=C(O)CSc1nnc(CNc2ccccc2Cl)n1-c1ccccc1	11%	5%	-10%
Cn1cc(C(=O)C(=O)N2CCc3ccccc32)c2ccccc21	-19%	3%	2%
CC(NC(=O)CCC(=O)NCc1ccc(F)cc1)c1ccccc1 (stereo not given)	19%	1%	-14%
COCCn1c(SCC(=O)NCCc2ccccc2)nc2c([nH]c3ccccc32)c1=O	11%	0%	-12%
O=C(Nc1nncs1)C12CC3CC(CC(Cl)(C3)C1)C2	-6%	/	-1%
COc1ccccc1NC(=O)c1ccc(NC(=O)CSc2nncn2C)cc1	0%	3%	-1%
COc1ccc(OC)c(CC(NC(C)=O)C(=O)NC2CCN(c3c(Cc4ccccc4)c(C)nc4ncnn34)CC2)c1 (stereo not given)	?	3%	-9%
CN(C)c1ccc(/C=C2\CCCCC2=O)cc1	?	4%	2%
Cc1c(N=Cc2nc3ccccc3n2C)c(=O)n(-c2ccccc2)n1C	-17%	4%	3%

An excerpt of these results, field by field.
O=C(O)CSc1nnc(CNc2ccccc2Cl)n1-c1ccccc1
  DT40 TDP1 no CPT = 11% | TDP1 block = 5% | N370S GC mod = -10%
Cn1cc(C(=O)C(=O)N2CCc3ccccc32)c2ccccc21
  DT40 TDP1 no CPT = -19% | TDP1 block = 3% | N370S GC mod = 2%
CC(NC(=O)CCC(=O)NCc1ccc(F)cc1)c1ccccc1 (stereo not given)
  DT40 TDP1 no CPT = 19% | TDP1 block = 1% | N370S GC mod = -14%
COCCn1c(SCC(=O)NCCc2ccccc2)nc2c([nH]c3ccccc32)c1=O
  DT40 TDP1 no CPT = 11% | TDP1 block = 0% | N370S GC mod = -12%

(further entries)
SMILES	DT40 TDP1 no CPT	TDP1 block	N370S GC mod
COc1ccc(CNC(=O)C2C3C=CC4(CN(Cc5cccnc5)C(=O)C24)O3)cc1 (stereo not given)	-17%	1%	7%
O=C(N/N=C/c1ccc[nH]1)c1ccc2c(c1)OCO2	-6%	3%	-8%
COc1ccccc1C(=O)NCC(=O)N1CCN(S(=O)(=O)c2ccc3c(c2)OCCO3)CC1	-15%	-7%	-2%
CC(C)N(C(=O)[C@H]1C[C@H](CC(=O)NCCN2CCOCC2)C(=O)N2CCc3c([nH]c4ccc(Cl)cc34)[C@]12C)C(C)C	?	0%[56.1 µM]	/
CCN(CC)c1ccc(/C=N/Nc2nc(C)cc(C)n2)c(O)c1	3.3µM*	-3%	26%
CCc1ccccc1NC(=O)Cc1ccc(NC(=O)N2CCCCc3ccccc32)cc1	?	7%	/
CC(C)CCNC(=O)Cn1nc(N2CCN(c3ccccc3)CC2)ccc1=O	-18%	-3%	/
CCOC(=O)CN1C(=O)C(=O)c2cccc(C)c21	?	0%	4%
Cc1cccc(N2C(=O)Cc3ccccc3C2=O)c1	?	/	0%
COc1ccc([C@@H]2CC(=O)c3c(O)cc(O)cc3O2)cc1O	?	10%	-6%
CCN(CC)CCN(Cc1cc2cc3c(cc2[nH]c1=O)OCO3)C(=S)NCCOC	3%	/	?
Cc1ccc(-c2nnc(SCC(=O)N3CCN(c4ccccc4)CC3)o2)cc1	-18%	-3%	4%

Some of these compounds in order of formula weight, highest first:
SMILES	DT40 TDP1 no CPT	TDP1 block	N370S GC mod
CCN(CC)CCN(Cc1cc2cc3c(cc2[nH]c1=O)OCO3)C(=S)NCCOC	3%	/	?
Cc1cccc(N2C(=O)Cc3ccccc3C2=O)c1	?	/	0%
CCOC(=O)CN1C(=O)C(=O)c2cccc(C)c21	?	0%	4%

The listing continues.
SMILES	DT40 TDP1 no CPT	TDP1 block	N370S GC mod
O=C(N/N=C\c1ccccc1F)c1ccc(-c2ccccc2)cc1	0%	0%	2%
Cn1/c(=N/NC(=O)c2ccccc2F)sc2ccccc21	13%	-2%	-19%
COc1ccc(C(=O)c2c(O)cc(-c3ccc(OC)cc3)oc2=O)cc1	0%	0%	-5%
CCOC(=O)Cc1csc(NS(=O)(=O)c2ccc(C(F)(F)F)cc2)n1	-15%	3%	-13%
COc1cccc(C2CC(C(F)(F)F)n3ncc(C(=O)NCC4CCCO4)c3N2)c1 (stereo not given)	-20%	-1%	-4%
C=CCn1c(=NC(=O)C2COc3ccccc3O2)sc2cccc(OC)c21 (stereo not given)	23µM*	-2%	20%
Cc1c(N=C2NC(=O)C(CC(=O)Nc3ccc(Cl)cc3)S2)c(=O)n(-c2ccccc2)n1C (stereo not given)	-18%	2%	17%
C=CCOc1ccc(/C=C(\C#N)C(=O)Nc2ccccn2)cc1	-11%	0%	-7%
O=C1c2ccccc2NC(c2cn[nH]c2-c2ccc(Cl)cc2)N1O (stereo not given)	16µM*	10%	19%
Cc1ccc(/C=C(\C#N)C(=O)Nc2cccc3ncccc23)o1	26µM*	-3%	2%
COc1cc(/C=N/NC(=O)CC#N)ccc1Oc1nc(Cl)ncc1F	?	/	-6%
O=C(COc1ccc2ccccc2c1)NN1C(=O)c2ccccc2C1=O	3%	5%	3%
COCCNC(=O)CSc1cc(=O)n(C)c2cc(Cl)ccc12	4%	8%	9%
COc1cc2c(cc1OC)C(c1cccc([N+](=O)[O-])c1)=NCC2	?	4%	-3%
COc1ccc(NC(=O)CC(C(=O)O)C(C)c2ccccc2)cc1 (stereo not given)	11%	/	-1%
CCCCC(=O)Nc1ccc(NC(=S)NC(=O)CCCCl)cc1OC	-21%	-1%	-4%
COc1ccccc1-n1c(SCC(=O)N2CCCCC2)nc2cccnc21	-15%	3%	5%[2.35 µM]
Cn1c(N)c(C(=O)c2ccccc2)c(=O)n(C)c1=O	9%	7%	-8%
COc1ccccc1/C=C1\SC(N2CCC(C)CC2)=NC1=O	23µM*	/	-2%
CCc1cccc(C)c1NC(=O)C1CCCN1S(=O)(=O)c1cccc2nsnc12 (stereo not given)	?	2%	/
Cc1cccc(-n2nnnc2-c2cnccc2C(F)(F)F)c1C	?	6%	9%
O=C(CN1C(=O)NC2(CCCCCC2)C1=O)Nc1ccc([N+](=O)[O-])cc1	18µM*	1%	/
NNC(=O)c1oc2nc(-c3ccccc3)cc(-c3ccco3)c2c1N	?	/	14%
CN1CCN(NC(=O)Nc2ccc(Br)cc2)CC1	9%	1%	-5%
CCOC(=O)c1sc(NC(=O)Nc2ccccc2Cl)cc1C	15µM*	8%	11%
Cc1ccsc1/C=N/NC(=O)c1ccc([N+](=O)[O-])cc1	?	-4%	-10%
O=C(Cn1nc(-c2ccccc2)c2cnc3ccc(F)cc3c21)NC1CCCC1	2%	3%	/
O=C(CC(Nc1ccccc1)C(=O)O)c1ccccc1 (stereo not given)	?	2%	9%
Cc1ccc(C)c(OCCC(=O)OCC(=O)N(C)c2c(N)n(Cc3ccccc3)c(=O)[nH]c2=O)c1	?	/	-2%
CCn1c(=O)cc(OCC(=O)N2CCN(c3ccc(C(C)=O)cc3)CC2)c2ccccc21	-11%	1%	/
CN(C(=O)c1ccc(NC(=O)Cc2cccc(NC(=O)C3CCCN(C(=O)C4CC4)C3)c2)cc1)C1CCCC1 (stereo not given)	-29%	0%	/
Cc1ccc(C)c(C(=O)OCC(=O)N(C)c2ccccc2)c1	-24%	/	0%
CCCCOCCCNCC(=O)Nc1ccc(S(N)(=O)=O)cc1	13%	-2%	-7%
O=C1COc2ccc(C(=O)COC(=O)Cc3ccccc3F)cc2N1	-19%	-1%	-10%
Cc1ccc2oc(=O)cc(CN3CCC(C)CC3)c2c1	2%	2%	5%[2.35 µM]
O=C(C1CCN(Cc2cc(Cl)ccc2O)CC1)N1CCN(Cc2ccccc2)CC1	21µM*	0%	4%
CCCCc1nc2cc(C(=O)N3CCC(OC)CC3)ccc2o1	9%	1%	6%
CNc1c(NS(=O)(=O)c2ccc3c(c2)CCCC3)c(=O)oc2ccccc12	12%	/	-11%
Cc1ccc(NC(=S)NCCN2CCOCC2)cc1	2%	4%	-7%
Cc1ccc(NC(=O)CCc2c(C)nc3ncnn3c2C)cc1	2%	1%	-4%
O=C(CSc1nc2ccccc2n1CCc1ccccc1)N1CCOCC1	?	5%	-1%
C[N+]1(C2CCC3CCC2C3O)CCCC1 (stereo not given)	-2%	5%	-2%
O=C(Nc1ccc2oc(-c3ccncc3)nc2c1)c1ccccc1	-9%	0%	6%
O=S(=O)(Cc1cc(Oc2ccccc2)nc(-c2ccccc2)n1)c1ccccc1	?	-7%	/
O=C(C1=C(O)C(=O)N(Cc2cccnc2)C1c1ccccn1)c1cccs1 (stereo not given)	8%	0%	13%
COCCCn1c(SCC(=O)Nc2ccc(F)cc2)nc2c(sc3ccccc32)c1=O	5.8µM*	4%	/
CCCCNC(=O)C1C2C=CC3(CN(Cc4ccccc4Cl)C(=O)C13)O2 (stereo not given)	-15%	-1%	-4%
Nc1nc2n(n1)C(=O)CC(c1ccccc1[N+](=O)[O-])N2 (stereo not given)	-4%	0%	0%
